# MT1-MMP act inh: blockers of MT1-MMP proenzyme processing, primary screen, HT1080 RFP-PRO-GFP cells, GFP/RFP fluorescence. Matrix metalloproteinase-14 (Homo sapiens), P50281. GFP/RFP ratio fluorescence, overnight; percent of plate control window, DMSO zero. GFP/RFP ratio change, % at 20 µM. actives 0.061% (n = 360,000). AID 651647, 2012;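 active = GFP/RFP ratio change of at least 30% with cell ATP level not reduced by more than half and red fluorescence within 50% of control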; note: strong numbers were not always called active
#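 Test system: HT1080 RFP-PRO-GFP cells; Benchmarks: DMSO and RFP-L50D-GFP cell wells; Timing: cells overnight before dosing, compound overnight, 37 °C, 5% CO2; Compound: one 20 µM compound dose with 1% DMSO; Read-out: GFP/RFP fluorescence ratio.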
# E coli Lon inh: inhibitors of E. coli Lon protease, primary screen, biochemical, fluorescence polarization; P0A9M0; purified E. coli Lon protease; inhibition, % at 7.94 µM; actives 0.42% (n = 360,000); AID 602123, 2011; in the data active = inhibition above about 13%, passing the limit was not always enough;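 note: 0% = enzyme with probe and DMSO and 100% = no enzyme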
# FAS TE block: FAS thioesterase domain inhibitors, primary screen, biochemical, fluorescence intensity, uHTS. recombinant FAS-TE, OMFH fluorogenic substrate, fluorescence endpoint. inhibition, % at 15 µM. actives 0.67% (n = 360,000). AID 602261, 2012;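 active = compounds whose normalised, plate-corrected inhibition of enzyme fluorescence in the single-dose primary screen is 50% or more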;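 note: 0% = DMSO with enzyme and 100% = substrate without enzyme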
# Rpn11 block: Rpn11 (PSMD14) deubiquitinase inhibitors, primary screen, biochemical, fluorescence polarization, uHTS; 26S proteasome non-ATPase regulatory subunit 14 (Homo sapiens), O00487; human 26S proteasome, Ub4-pepOG fluorescence polarization; 20S core pre-blocked with epoxomicin; actives 0.59% (n = 360,000); calls only at 20 µM;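 active = inhibition at 20 µM, scaled to each plate's controls, above about 33%, limit read from the data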
# Target sequence (O00487 whole entry, looked up): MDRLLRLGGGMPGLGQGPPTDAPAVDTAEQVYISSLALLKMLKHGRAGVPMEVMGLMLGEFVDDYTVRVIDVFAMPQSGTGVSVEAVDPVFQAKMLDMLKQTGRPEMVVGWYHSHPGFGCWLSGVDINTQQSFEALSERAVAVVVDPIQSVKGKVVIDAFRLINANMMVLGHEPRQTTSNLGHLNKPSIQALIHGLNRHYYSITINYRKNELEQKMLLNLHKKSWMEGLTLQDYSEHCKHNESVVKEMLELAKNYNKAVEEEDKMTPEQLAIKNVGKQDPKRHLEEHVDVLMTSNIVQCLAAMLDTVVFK
# MsrA inh: bovine MsrA enzyme inhibitors, primary screen, biochemical, absorbance, HTS; Methionine sulfoxide reductase A (Bos taurus); purified bovine MsrA, absorbance read-out; inhibition, % at 15.5 µM; actives 0.75% (n = 360,000); in the data active = inhibition above about 4.5%;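 note: 0% = vehicle wells with enzyme and 100% = reference inhibitor wells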
# CSN inh: inhibitors of CSN-mediated cullin deneddylation, primary screen, biochemical, fluorescence polarization, uHTS | Purified CSN, SCF-Nedd8-OG deneddylation | COP9 signalosome complex subunit 5 (Homo sapiens), Q92905 | actives 0.38% (n = 360,000) | inhibition, % at 12.5 µM;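 active = pattern-corrected inhibition above about 35%, with an unprinted fluorescence ratio check between 0.5 and 1.5, limit read from the data, passing the limit was not always enough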;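 note: 0% = enzyme with substrate and 100% = substrate without enzyme; some results filed as inactive read as strong as hits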
#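 Material: purified human Csn5 enzyme expressed in HEK293T cells / Medium: Tris buffer pH 7.5, NaCl, DTT, Tween-20, trehalose, ovalbumin / Compound dosing: 12.5 µM single point / Schedule: 90 min incubation of compound, enzyme and substrate at room temperature / Signal: fluorescence polarization of the substrate / Control set: no-enzyme wells high, enzyme-with-substrate wells low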
# MsrA act: bovine MsrA enzyme activators, primary screen, biochemical, absorbance, HTS; purified bovine MsrA, absorbance read-out; Methionine sulfoxide reductase A (Bos taurus); actives 0.3% (n = 360,000); activation, % at 10.6 µM; AID 602163, 2012; in the data active = activation above about 7.5%;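 note: 0% = vehicle and 100% = reference activator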
# PABP1 MLLE inh: inhibitors of PABP1 MLLE–PAM2 peptide binding, primary screen, biochemical, fluorescence polarization, FITC-PAM2, GST-MLLE; Polyadenylate-binding protein 1 (Homo sapiens), P11940; inhibition, % at 20 µM; actives 0.36% (n = 360,000); in the data active = inhibition above about 35%, passing the limit was not always enough;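 note: plate controls were DMSO wells with GST-MLLE for no effect and wells lacking GST-MLLE protein for full effect; some results filed as inactive read as strong as hits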
# Target sequence (P11940 whole entry, looked up): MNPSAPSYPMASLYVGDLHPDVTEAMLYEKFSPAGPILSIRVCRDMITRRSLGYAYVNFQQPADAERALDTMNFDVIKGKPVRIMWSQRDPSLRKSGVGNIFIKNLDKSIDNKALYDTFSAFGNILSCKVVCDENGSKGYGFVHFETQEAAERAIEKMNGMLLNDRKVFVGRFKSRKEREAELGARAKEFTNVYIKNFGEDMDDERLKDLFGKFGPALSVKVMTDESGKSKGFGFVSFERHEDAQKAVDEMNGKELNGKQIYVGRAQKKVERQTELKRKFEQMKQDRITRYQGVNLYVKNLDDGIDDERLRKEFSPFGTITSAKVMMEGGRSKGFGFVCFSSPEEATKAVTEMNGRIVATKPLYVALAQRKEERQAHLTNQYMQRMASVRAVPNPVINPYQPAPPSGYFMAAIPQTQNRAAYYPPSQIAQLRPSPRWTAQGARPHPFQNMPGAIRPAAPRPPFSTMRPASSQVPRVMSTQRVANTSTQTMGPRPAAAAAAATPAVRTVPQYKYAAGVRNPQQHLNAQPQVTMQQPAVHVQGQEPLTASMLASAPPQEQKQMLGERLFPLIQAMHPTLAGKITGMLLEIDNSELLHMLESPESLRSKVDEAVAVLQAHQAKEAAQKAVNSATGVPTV
# Rin1-Abl PPI inh: inhibitors of Rin1-Abl protein binding, primary screen, biochemical, TR-FRET. Tyrosine-protein kinase ABL1 (Homo sapiens) + Ras and Rab interactor 1 (Homo sapiens), …. AID 588664, 2011. actives 0.4% (n = 360,000). inhibition, % at 7.35 µM; in the data active = inhibition above about 5%, passing the limit was not always enough
# The depositor's hits bear a star; i = inactive; x = no result given.
entry	smiles	MT1-MMP act inh	E coli Lon inh	FAS TE block	Rpn11 block	MsrA inh
1	CC(=O)c1ccc(N2CCN(C(=O)c3ccc4[nH]c(C)c(C)c4c3)CC2)cc1	x	8	-1	i	1.2
2	CC(=O)c1cccc(NC(=O)c2sc3nc4n(c(=O)c3c2C)CCCC4)c1	3	1	0	i	0.6
3	CC(C)CN(C(=O)CSc1nn(-c2ccc(Cl)cc2)c(=S)s1)C1CCS(=O)(=O)C1 (centres undefined)	1	1	10	i	0.1
4	CCN(C(=O)Cn1c(=O)oc2cc(S(=O)(=O)N3CCCC3)ccc21)c1ccc(OC)cc1	-3	-9	-1	i	4.3
5	CCc1ccc(/C=N/n2c(COc3ccccc3)n[nH]c2=S)cc1	2	-4	11	i	-0.1
6	COc1cccc(CNC(=O)CCSCc2ccccc2F)c1	-2	4	2	i	1.2
7	CCN(CC(=O)Nc1ccccc1C(F)(F)F)C(=O)CCSc1ccc(F)cc1	-2	-18	2	i	-1.3
8	O=C(CCN1CCCCC1)N=Nc1c(O)[nH]c2ccccc12	-5	0	2	i	3.7
9	CCCOCCc1nnc(N)s1	-1	-3	-6	i	-0.7
10	CCc1cc2cc(C)ccc2nc1SCC(=O)Nc1cc(C)on1	-6	-4	7	i	1.2

entry	CSN inh	MsrA act	PABP1 MLLE inh	Rin1-Abl PPI inh
1	1	-14	-9	1
2	-2	0	-2	0
3	-4	-6	-4	-4
4	-4	0	2	-2
5	-1	1	-65	-2
6	-2	-4	3	3
7	0	-10	11	1
8	-7	-9	-7	2
9	-3	-3	5	2
10	0	-4	12	-2

# Continued.
entry	smiles	MT1-MMP act inh	E coli Lon inh	FAS TE block	Rpn11 block	MsrA inh
11	CCCC(=O)Nc1ccc(Cc2ccc(NC(=O)CCC)c(C(=O)O)c2)cc1C(=O)O	2	-6	4	i	1.0
12	COc1ccc(OC)c(NC(=O)COC(=O)c2cc3c(s2)CCC3)c1	3	-1	8	i	0.5
13	CC1(c2ccccc2)CC(C)(C)N2C(=O)/C(=C3\SC(=S)NC3=O)c3cccc1c32 (centres undefined)	5	-3	78*	i	0.0
14	Cn1c(=O)c(=O)n(C)c2cc(S(=O)(=O)NCCOc3ccccc3)ccc21	2	5	2	i	1.4
15	COC(=O)CNC(=O)c1cccc(Cl)c1	-1	11	-10	i	-0.2
16	OCCC1CN(CC2CCCCC2)CCN1C1CCCC1 (centres undefined)	-1	0	-6	i	0.8
17	CCCc1cc(=O)oc2cc(C)cc(OCC(=O)NCCCN3CCCC3=O)c12	0	-3	-3	i	1.3
18	COc1ccc(CCNC(=O)c2c(O)c3cccc4c3n(c2=O)CC4)cc1OC	-1	4	-3	i	-0.2
19	CC(C)c1ccc(OCC(=O)Nc2ccc(S(=O)(=O)Nc3ccccn3)cc2)cc1	6	-2	-2	i	0.4
20	O=C(Cc1ccc(Cl)cc1)NCC(=O)N1CCN(c2ccccc2)CC1	0	-4	-2	i	0.9

entry	CSN inh	MsrA act	PABP1 MLLE inh	Rin1-Abl PPI inh
11	-10	-8	-2	1
12	32	0	-5	-4
13	4	-2	20	-2
14	-2	-3	11	-4
15	-3	-3	3	0
16	4	-7	-10	1
17	3	-2	16	-5
18	1	-6	4	0
19	-1	-1	-2	1
20	-1	-2	-5	-2

# New compounds follow:
entry	smiles	MT1-MMP act inh	E coli Lon inh	FAS TE block	Rpn11 block	MsrA inh
21	Nc1ccc2c(c1)Cc1cc([N+](=O)[O-])ccc1-2	-116	-70	-14	i	2.6
22	CC1CCN(C(=O)CSc2nc3ccccc3c(=O)n2Cc2ccc3c(c2)OCO3)CC1	2	9	20	i	1.9
23	CCOc1ccc(CN=C(N)N=C(N)N)cc1Cl	-2	-1	-4	i	1.6
24	COc1cc(OC)cc(C(=O)N[C@H](C(=O)OCC(=O)Nc2cccc(F)c2)C(C)C)c1	6	-6	15	i	0.3
25	COc1cc(/C=C/C(=O)OCC(=O)NC(=O)NC(C)(C)C)ccc1O	0	-1	-10	i	1.7
26	NC(=O)C1CCN(C(=O)CCC(=O)c2ccc(F)cc2)CC1	1	-2	-7	i	1.1
27	Cc1cc(NC(=O)COC(=O)c2ccc(F)c(S(=O)(=O)N3CCOCC3)c2)no1	0	-5	-6	i	1.5
28	c1ccc2c(C3=NNC(=NC4CC4)SC3)c[nH]c2c1	5	-6	-15	i	1.5
29	CCCCCCCCOC(=O)c1nc(Cl)c(Cl)c(N)c1Cl	18	-10	39	i	-0.5
30	Cc1nonc1C(=O)N1CCCC(Nc2ccc(C(C)C)cc2)C1 (centres undefined)	0	10	23	i	0.0

entry	CSN inh	MsrA act	PABP1 MLLE inh	Rin1-Abl PPI inh
21	18	-6	-100	-8
22	2	-8	-66	-2
23	-1	2	3	4
24	1	-5	12	-2
25	-6	-3	-1	-3
26	2	-3	-3	1
27	-6	-6	-1	0
28	-4	-3	-26	-3
29	-2	-1	1	-2
30	0	1	-2	3

# Going on with the list:
entry	smiles	MT1-MMP act inh	E coli Lon inh	FAS TE block	Rpn11 block	MsrA inh
31	Cc1ccc(C(=O)NNC(=O)/C=C\C(=O)O)cc1	3	-1	-3	i	0.3
32	Cc1[nH]c(=O)[nH]c(=O)c1S(=O)(=O)Nc1cccc([N+](=O)[O-])c1C	1	-10	-2	i	1.0
33	COCCNc1nc(Nc2ccc(Cl)cc2F)c2sccc2n1	-6	-4	-1	i	2.1
34	CC1CC(CCC(=O)NC(=S)Nc2ccc(Cl)cn2)C(=O)O1 (centres undefined)	4	5	-7	i	1.7
35	O=C(CCC1CCCN(C(=O)C2=CCCC2)C1)N1CCN(c2ccccn2)CC1 (centres undefined)	-6	-2	-1	i	1.3
36	CN(C)S(=O)(=O)c1cccc(NC(=O)c2cc3ccccc3o2)c1	6	-3	12	i	0.7
37	CC1CCN(CCCCOc2ccc(Cl)cc2)CC1	-1	-3	-8	i	x
38	O=S(=O)(NC1=NCCCCC1)c1ccc2sc(NS(=O)(=O)c3ccc4ccccc4c3)nc2c1	1	-5	-1	i	2.6
39	COc1cc2[nH]c(=S)n(NC(=O)CC(C)C)c(=O)c2cc1OC	2	-8	-4	i	4.5
40	COc1ccc(NCc2nnc(SCC(=O)Nc3ccc(OC)cc3OC)o2)cc1	0	2	-13	i	-1.2

entry	CSN inh	MsrA act	PABP1 MLLE inh	Rin1-Abl PPI inh
31	-3	-1	0	1
32	-3	-2	-4	2
33	-4	1	1	0
34	1	-4	17	-4
35	-2	-2	-7	4
36	-2	1	0	2
37	1	0	-2	0
38	8	-3	28	-5
39	-4	-3	31	2
40	-1	-10	28	3

# Next part.
entry	smiles	MT1-MMP act inh	E coli Lon inh	FAS TE block	Rpn11 block	MsrA inh
41	CN(CC(=O)Nc1ccc(Cl)c(Cl)c1)C(=O)CNC(=O)C1CCCCC1	2	-5	9	i	1.8
42	CCC(Cc1ccccc1)NC(=O)Cn1cccc1C(=O)c1ccccc1 (centres undefined)	-5	-9	8	i	-0.1
43	COc1ccc(CN2CC(C(=O)NCCCN3CCCCCC3)CC2=O)cc1 (centres undefined)	-5	-3	-2	i	0.2
44	CCCCn1nnnc1C(c1ccccc1)N1CCN(c2ccc(C(F)(F)F)cc2[N+](=O)[O-])CC1 (centres undefined)	-7	2	27	x	1.0
45	CC(=O)Nc1ccc(NC(=O)CN2C(=O)NC3(CCCCCCC3)C2=O)cc1	0	3	-4	i	-0.5
46	COc1ccccc1N1CCN(C(c2cc3cc(C)ccc3[nH]c2=O)c2nnnn2C2CCCC2)CC1 (centres undefined)	-8	-9	0	i	0.2
47	C=CCNC(=O)CCCOc1ccc(C)cc1	3	-4	-1	i	1.1
48	COC(=O)c1ccc(C2C(C(=O)c3cc4ccccc4o3)=C(O)C(=O)N2CCN2CCOCC2)cc1 (centres undefined)	-1	0	-1	i	0.0
49	Cc1nnc(SCC(=O)n2c3c(c4ccccc42)CCCC3)s1	-1	-8	11	i	0.1
50	CN1CCN(c2ccc(-c3cccc(NC(=O)COc4ccccc4)c3)nn2)CC1	-9	5	-5	i	0.1

entry	CSN inh	MsrA act	PABP1 MLLE inh	Rin1-Abl PPI inh
41	-4	-3	0	1
42	5	0	-10	-1
43	-3	3	-9	-4
44	-4	-1	x	x
45	4	-2	-4	1
46	-1	-4	-8	-4
47	-2	-6	2	0
48	-1	1	3	4
49	6	-1	4	1
50	2	-1	3	-1

# An excerpt of these results, with values under each structure:
# Fields: MT1-MMP act inh, E coli Lon inh, FAS TE block, Rpn11 block, MsrA inh, CSN inh, MsrA act, PABP1 MLLE inh, Rin1-Abl PPI inh
19. CC(C)c1ccc(OCC(=O)Nc2ccc(S(=O)(=O)Nc3ccccn3)cc2)cc1
  6, -2, -2, i, 0.4, -1, -1, -2, 1
33. COCCNc1nc(Nc2ccc(Cl)cc2F)c2sccc2n1
  -6, -4, -1, i, 2.1, -4, 1, 1, 0
10. CCc1cc2cc(C)ccc2nc1SCC(=O)Nc1cc(C)on1
  -6, -4, 7, i, 1.2, 0, -4, 12, -2
48. COC(=O)c1ccc(C2C(C(=O)c3cc4ccccc4o3)=C(O)C(=O)N2CCN2CCOCC2)cc1 (centres undefined)
  -1, 0, -1, i, 0.0, -1, 1, 3, 4
47. C=CCNC(=O)CCCOc1ccc(C)cc1
  3, -4, -1, i, 1.1, -2, -6, 2, 0
39. COc1cc2[nH]c(=S)n(NC(=O)CC(C)C)c(=O)c2cc1OC
  2, -8, -4, i, 4.5, -4, -3, 31, 2

# Next part.
entry	smiles	MT1-MMP act inh	E coli Lon inh	FAS TE block	Rpn11 block	MsrA inh
51	CCC(=O)Nc1cccc(-n2nnnc2SCC(=O)c2ccc(C)c(C)c2)c1	0	-7	10	i	-0.5
52	N#Cc1nc(-c2ccco2)oc1NCc1cccnc1	3	5	-7	i	0.6
53	NS(=O)(=O)c1ccc(CCNC(=O)CCS(=O)(=O)c2ccc(Br)cc2)cc1	-1	-8	-4	i	-0.9
54	Cc1cccc(CCNC(=O)COc2cc(=O)n(C)c3ccccc23)c1	0	-8	2	i	3.0
55	CCn1c(COc2ccc(=O)n(-c3ccccc3)n2)nnc1SCc1ccccc1	-5	0	-3	i	0.4
56	N#CC1=C(S)N(c2ccc(F)cc2)C2(CCCCC2)NC1=O	-1	-4	-12	i	2.3
57	CC1Cc2ccccc2N1C1=CC(=O)CCC1 (centres undefined)	-5	-1	-3	i	5.5*
58	Cc1nc(N2CCOCC2)nc(OCCN2CCOCC2)c1[N+](=O)[O-]	1	3	-8	i	1.7

entry	CSN inh	MsrA act	PABP1 MLLE inh	Rin1-Abl PPI inh
51	-3	-3	-25	3
52	5	-2	4	-1
53	7	-2	3	0
54	0	-3	-4	8
55	-1	-2	-7	-1
56	-8	-10	5	0
57	7	-4	4	1
58	7	-4	15	0

# Compound activity deposited in PubChem by several laboratories.
